# SENP8 block: SENP8 (human) protease inhibition; Q96LD8; recombinant SENP8, Nedd8 substrate fluorescence; inhibition, % at 20 µM; 360,000 tested, 0.64% active; AID 602440; in the data active = inhibition mostly above about 40%, no sharp cut-off; inactive = mostly below about 27%
# Target sequence (Q96LD8 whole entry, looked up): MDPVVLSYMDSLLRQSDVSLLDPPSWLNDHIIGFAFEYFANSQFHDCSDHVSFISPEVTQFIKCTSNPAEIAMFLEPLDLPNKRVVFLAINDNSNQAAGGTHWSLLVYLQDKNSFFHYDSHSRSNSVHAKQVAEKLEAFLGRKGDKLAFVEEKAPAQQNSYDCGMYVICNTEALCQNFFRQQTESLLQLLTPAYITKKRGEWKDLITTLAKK
# SENP1 FRET inh: blocks the human SENP1 SUMO protease catalytic domain; Q9P0U3; recombinant SENP1 catalytic domain, CyPet-SUMO1-YPet FRET cleavage; inhibition, % at 10 µM; 360,000 tested, 0.21% active; AID 624204;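 active = inhibition at least 30% at 10 µM, raw YFP signal under a set limit, fluorescence ratio 0.5 to 1.5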;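 note: 0% = enzyme with DMSO and 100% = no enzyme wells; some results filed as inactive read as strong as hits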
#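 Compound: 10 µM single point, 0.5% DMSO; Test system: hSENP1 catalytic domain, recombinant; Timing: 50 min reaction at room temperature; Technique: FRET, CFP and YFP emission; Control set: no-enzyme wells low, DMSO-plus-enzyme wells high control.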
# NR3A LBD binder: modulates the human NR3A ligand-binding domain; NR3A LBD differential scanning fluorimetry, Tm shift; 0% = protein alone, 100% = glycine-bound protein; Tm shift relative to glycine control, % at 25 µM; 340,000 tested, 2.5% active;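 active = melting temperature shift of at least 10% of the positive control shift, at one fixed dose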
# hIAP act: increases human intestinal alkaline phosphatase activity | P09923 | purified human IAP, CDP-Star luminescence, 30 min; hits give high values; 1 = vehicle-only enzyme, 0 = enzyme-free background | activation factor at 10 µM | 330,000 tested, 0.16% active;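 active = activation factor of the enzyme at least 2-fold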; note: the source names both 10 and 20 µM as test concentration; values of inactives mirror those of a sister screen read the other way
# PfG6PD inh: PfG6PD (Plasmodium falciparum) enzyme inhibition; PfGluPho enzyme, NADPH resazurin-diaphorase fluorescence; 350,000 tested, 0.78% active; inhibition, % at 20 µM; AID 504690;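 active = inhibition reaching at least a set limit at 20 µM in the primary screen, cut at about 59% in these data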;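 note: 0% = DMSO wells with substrate and 100% = DMSO wells lacking glucose-6-phosphate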
# ATG4B inh: ATG4B (human) cysteine protease inhibition | Q9Y4P1 | ATG4B cleavage of LC3-PLA2, NBD-HPC fluorescence, 1 h | inhibition, % at 8.33 µM | 340,000 tested, 0.51% active | AID 504462; in the data active = inhibition above about 40%
# Target sequence (Q9Y4P1 whole entry, looked up): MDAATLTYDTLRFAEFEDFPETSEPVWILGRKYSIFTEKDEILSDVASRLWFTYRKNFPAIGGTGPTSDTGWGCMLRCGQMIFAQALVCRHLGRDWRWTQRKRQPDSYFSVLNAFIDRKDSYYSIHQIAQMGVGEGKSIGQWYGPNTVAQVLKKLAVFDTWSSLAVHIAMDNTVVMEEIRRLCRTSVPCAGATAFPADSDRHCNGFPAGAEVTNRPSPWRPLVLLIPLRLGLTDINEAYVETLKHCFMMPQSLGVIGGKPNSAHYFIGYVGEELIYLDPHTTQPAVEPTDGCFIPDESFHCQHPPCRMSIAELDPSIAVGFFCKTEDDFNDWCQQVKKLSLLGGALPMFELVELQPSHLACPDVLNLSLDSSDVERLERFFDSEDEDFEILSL
# SENP6 block: blocks the human protease SENP6; Q9GZR1; Recombinant SENP6 catalytic domain, aminoluciferin luminescence; inhibition, % at 10 µM; 330,000 tested, 1.8% active; AID 2599;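 active = inhibition above about 50% at the single tested dose, limit read from the data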;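 note: plate controls were DMSO wells with enzyme for no effect and DMSO wells lacking enzyme for full effect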
# Target sequence (Q9GZR1 628-1112 limits assumed): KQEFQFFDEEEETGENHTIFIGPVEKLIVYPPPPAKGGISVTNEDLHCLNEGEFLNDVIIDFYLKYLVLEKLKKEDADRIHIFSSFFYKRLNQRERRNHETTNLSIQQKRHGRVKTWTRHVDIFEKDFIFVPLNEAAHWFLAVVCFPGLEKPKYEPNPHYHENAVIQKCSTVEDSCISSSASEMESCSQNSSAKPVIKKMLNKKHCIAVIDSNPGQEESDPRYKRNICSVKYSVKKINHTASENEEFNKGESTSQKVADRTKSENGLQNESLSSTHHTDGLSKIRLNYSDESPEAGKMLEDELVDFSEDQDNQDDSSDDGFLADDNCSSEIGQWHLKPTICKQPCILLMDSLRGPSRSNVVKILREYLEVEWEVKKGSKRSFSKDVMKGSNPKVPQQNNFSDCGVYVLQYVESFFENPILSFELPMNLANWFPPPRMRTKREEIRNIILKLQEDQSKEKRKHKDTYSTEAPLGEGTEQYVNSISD
# MPTP inh: permeability transition pore inhibition. isolated mouse mitochondria, Ca2+ swelling absorbance, 30 min. inhibition, % at 10 µM. 360,000 tested, 1.4% active;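 active = inhibition of 50% or more, scaled per plate between neutral and stimulator controls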;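 note: 0% = DMSO wells given calcium and 100% = 1 mM EGTA wells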
# * hit, by the source's call; i = inactive; . = no result given. Hits appear at their usual frequency; any-hit rate near 6.7%.
SMILES,SENP8 block,SENP1 FRET inh,NR3A LBD binder,hIAP act,PfG6PD inh,ATG4B inh,SENP6 block,MPTP inh
Cc1ccc(C(=O)NCC(C)NC(=O)c2ccc(C)c([N+](=O)[O-])c2)cc1[N+](=O)[O-] (configuration not stated),37,-2,0,1.1,4,7,-11,6.3
Cc1ccc(-n2c(C)cc(C(=O)CN3CCOCC3)c2C)cc1C,7,-1,18*,1.2,-5,2,1,1.6
CCN(C(=O)COC(=O)CSc1ccc(C)c(C)c1)C1CCS(=O)(=O)C1 (configuration not stated),8,3,2,1.1,0,-1,-12,0.1
CN(C)CCNC(=O)c1c(O)c2c([nH]c1=O)CCCC2,-1,2,-8,0.95,-7,-6,-40,0.0
O=S(=O)(Nc1ccc(O)c2ccccc12)c1ccc(F)cc1,21,2,-2,0.98,33,-16,37,5.1
Cc1ccc(S(=O)(=O)N(CC(=O)NC2CC2)c2ccc(C)c(Cl)c2)cc1,9,2,-2,0.88,17,-8,-7,-2.0
COc1ccc(S(=O)(=O)N(C)CC(=O)NCCCn2ccnc2)cc1Cl,14,1,-2,1.1,-12,-5,0,-0.2
CNC(=O)c1ccccc1NC(=O)c1ccco1,7,0,-1,0.84,-2,-8,9,-3.0
CNS(=O)(=O)c1cccc(C(=O)OCC(=O)Nc2ccc3ccccc3c2)c1,12,3,3,0.86,-7,1,3,-0.1
Cc1cc(-c2[nH]nc3c2C(c2ccsc2)C(C#N)=C(N)O3)c(C)s1 (configuration not stated),1,-11,-11,1.1,2,14,15,1.4
Cc1ccc(C(C)NC(=S)NC2CCCCC2)cc1C (configuration not stated),3,3,.,0.96,.,.,-12,1.0
Cc1cccc(N2CCN(C(=O)c3cccc(N4C(=O)C5CC=CC(C)C5C4=O)c3)CC2)c1C (configuration not stated),5,1,2,0.95,12,13,8,0.3
Cc1nn(CCOc2ccccc2Cl)c(C)c1[N+](=O)[O-],3,1,1,1,8,5,-10,-1.2
CCOC(=O)c1cc(C#N)c(N2CCN(c3ccc(OC)cc3)CC2)[nH]c1=O,7,-30,-1,1.4,-4,-3,-2,-1.4
CN(Cc1ccccc1)S(=O)(=O)c1ccc(Cl)c(C(=O)NCCCN2CCOCC2)c1,-12,2,0,0.9,-4,-6,-6,0.2
CN(C)CCN1C(=O)C(=O)/C(=C(/O)c2ccc(S(=O)(=O)N3CCOCC3)cc2)C1c1ccc(Br)cc1 (configuration not stated),9,-1,1,1,-15,4,-5,0.0
O=C(CCN1C(=O)C2C3C=CC(C3)C2C1=O)NCCc1ccccc1Cl (configuration not stated),16,-1,3,0.9,-1,9,-2,-1.1
Cn1c(CNC(=O)c2ccccc2)nnc1SCC(=O)Nc1nccs1,9,0,-2,1,1,1,-16,-3.8
CC(=O)c1cc(F)c(N2CCN(C(=O)COc3ccc(F)cc3)CC2)cc1C,1,-1,1,0.98,-16,-6,-10,-0.7
CC(CN1CCCC1)OC(=O)c1ccccc1Cl (configuration not stated),12,0,-3,1.1,0,4,1,2.9
COC(=O)c1ccccc1NC(=O)CSCC(=O)Nc1ccc(F)cc1,3,1,2,0.99,9,-6,-3,-1.0
COC(=O)CNC(=O)COC(=O)c1cc(SC)ccc1Cl,-76,-1,0,0.95,19,-3,-10,0.1
COc1ccc(CCNC(=O)COC(=O)c2cnc(C)cn2)cc1OC,7,-1,2,0.92,2,-6,-2,1.3
S=C(NCc1ccccc1)Nc1cccc2cnccc12,-4,3,0,1.1,4,2,-18,12
Cc1[nH]c2ccccc2c1SCC(=O)NNC(=O)Nc1ccc(OC(F)(F)F)cc1,21,0,12*,1.1,19,-13,-11,7.4

# Part of the list above, set out differently:
# Values run as follows: SENP8 block, SENP1 FRET inh, NR3A LBD binder, hIAP act, PfG6PD inh, ATG4B inh, SENP6 block, MPTP inh
> Cc1ccc(C(=O)NCC(C)NC(=O)c2ccc(C)c([N+](=O)[O-])c2)cc1[N+](=O)[O-] (configuration not stated)
 : 37, -2, 0, 1.1, 4, 7, -11, 6.3
> Cc1ccc(-n2c(C)cc(C(=O)CN3CCOCC3)c2C)cc1C
 : 7, -1, 18*, 1.2, -5, 2, 1, 1.6

# (listing goes on)
SMILES,SENP8 block,SENP1 FRET inh,NR3A LBD binder,hIAP act,PfG6PD inh,ATG4B inh,SENP6 block,MPTP inh
Cc1ccccc1CNC1CCCCC1,23,0,0,0.93,4,-11,11,-0.2
CCN(CC)c1ccc(NC(=S)NCC2CCCO2)cc1 (configuration not stated),3,0,-2,1,19,10,-20,0.4
CCOc1ncccc1C(=O)N1CCN(c2cc(Cl)ccc2C)CC1,3,1,1,0.89,2,-10,-7,1.0
O=C1CC(N(C(=O)c2ccco2)c2ccc(F)cc2)C(=O)N1c1ccc(F)cc1 (configuration not stated),6,-1,-1,1.1,-7,-5,5,-0.4
CCC(=O)NC(Nc1cc(C)ccn1)(C(F)(F)F)C(F)(F)F,9,-27,2,1.1,-9,0,-2,-0.7
CCn1c(CC(=O)Nc2ccccc2)nnc1SCC(=O)NC1CCCC1,5,0,-1,0.79,1,-10,3,-1.0
O=C(O)c1cc(-c2ccccc2)nn1CC1CC(c2cccnc2)=NO1 (configuration not stated),20,3,-2,0.99,6,-4,-1,-0.4
CN(C)S(=O)(=O)N1CCC(n2nccc2NC(=O)CCCc2ccccc2)CC1,14,1,-5,0.92,-3,-6,0,-1.1
c1cc2c(cc1C1=Nn3c(nnc3C3CCCCC3)SC1)OCO2,12,0,-2,0.71,-8,8,-10,6.6
O=C(CSc1ccc(-c2cccs2)nn1)c1cccs1,14,1,0,0.94,23,4,-16,-1.1
COc1ccc(S(=O)(=O)N2CCSC2C)cc1C (configuration not stated),6,-1,2,1.1,-11,14,-10,0.7
N#C/C(=C(/O)CSc1ccccc1C(=O)O)c1nc2ccccc2s1,-4,-21,-10,1,-27,-9,15,-0.5
CCCCn1c(N)c(N(CCOC)C(=O)c2cc(-c3ccc(OC)cc3)nc3ccccc23)c(=O)[nH]c1=O,i,-17,0,0.94,15,0,-7,-1.9
CCCN1CCN(C(=O)CS(=O)(=O)Cc2nc(-c3cccc(OC)c3)oc2C)CC1,10,2,0,0.92,0,-1,-2,-2.3
COc1ccc(-c2cc(C(F)(F)F)c(C#N)c(SCC(=O)O)n2)cc1,-445,5,1,1,-4,-5,-16,-1.5
CC(C)C(c1nnnn1Cc1ccco1)N1CCN(C2CCCC2)CC1 (configuration not stated),2,4,-1,0.82,7,-9,-16,-2.7
CCC1CCCCN1CCCNC(=O)CN1C(=O)COc2ccc(S(=O)(=O)N3CCC(C)CC3)cc21 (configuration not stated),11,-2,2,1.3,10,0,-5,-0.1
CCC(=O)Nc1cccc(C2=NN(c3ccccc3)C(c3ccc(OC)cc3)C2)c1 (configuration not stated),-303,-27,5,1.4,-6,-3,-11,1.8
Cc1cc(=O)c2cc(NC(=O)c3ccccc3Cl)ccc2[nH]1,5,-1,-1,1.3,5,-2,24,0.8
O=C(NCC(=O)N(Cc1ccco1)C(C(=O)NC1CCCC1)c1cccnc1)c1cccs1 (configuration not stated),16,0,-3,1.1,-9,-8,-10,-0.8
COc1ccc(C(=S)N2CCNCC2)cc1,12,1,0,1,-13,0,-10,3.8
CCOC(=O)Nc1ccc2nc3n(c(=O)c2c1)CCCCC3,-5,-1,0,1,5,-7,-6,-0.1
O=C(c1ccc(CS(=O)(=O)c2ccc(Br)cc2)o1)N1CCN(c2ncccn2)CC1,-18,5,5,0.96,6,-1,-3,0.4
Cc1ccccc1C(=O)Nc1c2c(nn1C(C)(C)C)CS(=O)(=O)C2,-4,1,1,1.3,-7,5,-12,-0.3
COc1ccc(NS(=O)(=O)c2ccc3oc4ccccc4c3c2)cn1,19,3,3,1.1,-10,-6,-8,60*

# New compounds follow.
SMILES,SENP8 block,SENP1 FRET inh,NR3A LBD binder,hIAP act,PfG6PD inh,ATG4B inh,SENP6 block,MPTP inh
Cc1cc(C(=O)NNc2c(Cl)cccc2Cl)no1,24,1,0,0.84,-10,4,-25,2.4
O=C(/C=C/c1ccco1)NCC(=O)N/N=C/c1ccc(Cl)cc1,3,2,1,1,33,-3,-6,2.0
O=C(NCc1ccco1)c1cc(-c2cccnc2)nc2ccc(Cl)cc12,-35,-2,-3,1.1,2,-7,-19,-1.1
O=C(NC1CC1)c1ccc(NC(=O)C2CCCCC2)cc1,4,1,2,.,14,0,.,-1.3
COc1ccc(-c2nnn(CC(=O)N3CCN(c4ccc(F)cc4)CC3)n2)cc1,23,3,0,1,-7,4,-30,1.7
Nc1nc(NCc2ccco2)nn1-c1ccccc1,24,-1,0,0.84,-2,-5,9,-0.4
O=C(COc1ccc(S(=O)(=O)N2CCOCC2)cc1Cl)NCc1ccc2c(c1)OCO2,27,4,.,.,-14,.,.,0.2
Cc1ccc(CCN=c2c([N+](=O)[O-])nn(-c3ccccc3)n2O)cc1,28,-1,0,0.79,15,-18,-1,1.2
O=C(Nc1cc2c3c(c1)CC(=O)N3CCC2)C1CCCCC1,1,-1,3,0.96,15,-2,-1,-1.6
C=C1C(=O)O[C@@H]2[C@H]3O[C@]3(C)CC/C=C(\C)CC[C@@H]12,20,1,0,0.96,-3,-2,-1,-1.3
O=C(/C=C/c1ccc(Cl)cc1)NCCCN1CCOCC1,8,0,-1,1.3,1,-4,0,0.6
Nc1nnc(SCc2nc3scc(-c4ccccc4)c3c(=O)[nH]2)s1,2,18,0,1.2,19,3,-17,11
Cc1cccc(-c2cc3nc(C)cc(N4CC(C)CC(C)C4)n3n2)c1 (configuration not stated),-221,-1,-2,1,30,-4,-15,4.6
Cc1nonc1NC(=O)CSc1ccccn1,8,-1,-2,0.86,-13,-8,-17,0.4
O=C(COc1ccc(Br)cc1Cl)N1CCN(c2ncccn2)CC1,-42,2,-3,1,0,-16,-15,0.4
O=c1c2c(-c3cccs3)csc2[nH]c(=S)n1-c1ccccc1,10,0,-10,0.97,-12,3,7,2.5
COCCCN=Cc1c(C)[nH]n(-c2ccc(Br)cc2Br)c1=O,12,1,-1,0.93,0,2,7,-1.3
Cn1c(SCCC#N)nnc1-c1ccccc1F,6,4,-1,0.86,-16,-3,10,0.2
CCOC(=O)C(NC(=O)c1cccc(Cl)c1)(OCc1ccccc1)C(F)(F)F (configuration not stated),20,1,-4,1,7,5,-19,3.8
COCCNc1nc(-c2ccc(OC)cc2)c(-c2ccc(OC)cc2)s1,-87,2,-1,0.87,41,-2,3,-4.4
COc1ccc(OC)c(NC(=O)CN2CCC(C(=O)c3ccc(C)cc3)CC2)c1,7,-1,-2,0.88,18,0,-9,-1.2
Cc1ccc(C(=O)OCC2OC3OC(C)(C)OC3C2O)cc1 (configuration not stated),4,2,0,0.86,0,-1,1,9.4
Cn1cccc1C(=S)N1CCOCC1,14,3,2,1.1,1,-10,13,-2.5
Cc1nn(CC(=O)NCc2ccc(-n3cccn3)cc2)c(C)c1[N+](=O)[O-],-8,0,-3,0.93,14,-10,15,0.8
CC(=O)Nc1ccc(Oc2ccc(NC(C)=O)c(NC(C)=O)c2)cc1,-36,2,-2,1.2,0,-4,-4,-0.3
C/C(N)=C(/C#N)C(=O)CSc1nc2scc(-c3ccccc3)c2c(=O)n1C,19,1,-12,1,-12,-4,2,-1.2
Cc1cc(Nc2cc(Cl)cc(Cl)c2)nc(N)n1,17,-3,0,0.96,13,7,-26,5.4
C/C(CS(=O)(=O)c1ccc(Cl)cc1)=N/NC(N)=S,25,3,-3,1.1,-2,1,8,0.5
CC1CCC(NC(=O)CN2C(=O)C3CC=CCC3C2=O)CC1 (configuration not stated),2,2,-4,0.86,-10,3,-5,-3.1
CN(C)S(=O)(=O)c1cccc(NC(=S)N/N=C/c2ccco2)c1,0,-1,-2,1.1,-3,-1,-14,1.7

# Among those listed so far, these have a COOH group:
SMILES,SENP8 block,SENP1 FRET inh,NR3A LBD binder,hIAP act,PfG6PD inh,ATG4B inh,SENP6 block,MPTP inh
O=C(O)c1cc(-c2ccccc2)nn1CC1CC(c2cccnc2)=NO1 (configuration not stated),20,3,-2,0.99,6,-4,-1,-0.4
N#C/C(=C(/O)CSc1ccccc1C(=O)O)c1nc2ccccc2s1,-4,-21,-10,1,-27,-9,15,-0.5
COc1ccc(-c2cc(C(F)(F)F)c(C#N)c(SCC(=O)O)n2)cc1,-445,5,1,1,-4,-5,-16,-1.5
